Screening data (PubChem BioAssay)
HKDC1 inh: HKDC1 hexokinase inhibitors, primary screen, biochemical, fluorescence, uHTS. AID 493160, 2011. inhibition, % at 20 µM. Q2TB90. recombinant HKDC1, G6PDH/diaphorase resazurin coupled fluorescence. 340,000 compounds, 0.16% hits;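 active = inhibition above about 35% when tested at 20 µM, limit read from the data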;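 also: plate controls were DMSO wells with enzyme for no effect and DMSO wells lacking enzyme for full effect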
Target sequence (Q2TB90 whole entry, looked up): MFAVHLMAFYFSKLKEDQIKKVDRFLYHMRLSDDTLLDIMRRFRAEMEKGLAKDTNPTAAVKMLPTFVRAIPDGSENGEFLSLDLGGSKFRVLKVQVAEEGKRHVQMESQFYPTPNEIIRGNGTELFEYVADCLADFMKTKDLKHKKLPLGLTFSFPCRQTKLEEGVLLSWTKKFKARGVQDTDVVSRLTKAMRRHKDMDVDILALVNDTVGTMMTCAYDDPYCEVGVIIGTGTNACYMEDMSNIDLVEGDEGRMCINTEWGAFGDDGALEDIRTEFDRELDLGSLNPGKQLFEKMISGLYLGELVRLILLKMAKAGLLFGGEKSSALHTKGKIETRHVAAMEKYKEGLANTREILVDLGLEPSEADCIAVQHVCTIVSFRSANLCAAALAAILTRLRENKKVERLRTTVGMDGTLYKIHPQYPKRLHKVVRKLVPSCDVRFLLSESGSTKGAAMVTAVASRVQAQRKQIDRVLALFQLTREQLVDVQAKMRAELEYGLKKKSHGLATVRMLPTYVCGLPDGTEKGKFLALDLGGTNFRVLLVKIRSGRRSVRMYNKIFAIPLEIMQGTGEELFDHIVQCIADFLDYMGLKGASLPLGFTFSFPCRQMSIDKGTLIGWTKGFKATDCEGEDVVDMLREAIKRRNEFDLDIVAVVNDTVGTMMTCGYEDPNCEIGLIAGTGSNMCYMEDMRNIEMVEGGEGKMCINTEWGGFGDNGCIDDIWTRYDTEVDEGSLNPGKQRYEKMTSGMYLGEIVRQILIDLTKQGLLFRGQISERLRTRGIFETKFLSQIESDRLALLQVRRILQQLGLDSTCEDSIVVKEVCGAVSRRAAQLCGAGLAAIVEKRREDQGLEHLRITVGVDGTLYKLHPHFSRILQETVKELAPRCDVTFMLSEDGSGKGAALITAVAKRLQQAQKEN
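Assay system: in-house recombinant HK5 (HKDC1) enzyme. Input: HKDC1 at 5 µg/mL. Medium: Tris pH 8.0 buffer with MgCl2, Tween-20, BSA, BME. Dosing: single 20 µM dose. Schedule: 90 min reaction incubation at room temperature, dark. Signal: resazurin-to-resorufin fluorescence via G6PDH and diaphorase coupling, 525/613 nm. Controls: DMSO-enzyme wells negative, buffer-substituted wells positive.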
GRIN3A LBD mod: binders of NR3A ligand-binding domain, primary screen, biophysical, differential scanning fluorimetry, uHTS; 340,000 compounds, 2.5% hits; Glutamate receptor ionotropic, NMDA 3A (GRIN3A) ligand-binding domain; Tm shift relative to glycine control, % at 25 µM; NR3A LBD differential scanning fluorimetry, Tm shift; 0% = protein alone, 100% = glycine-bound protein; AID 1259313, 2017;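 active = melting temperature shift of at least 10% of the positive control shift, at one fixed dose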
SENP6 block: SENP6 protease inhibitors, primary screen, biochemical, luminescence, uHTS; inhibition, % at 10 µM; 330,000 compounds, 1.8% hits; Sentrin-specific protease 6 (Homo sapiens), Q9GZR1; Recombinant SENP6 catalytic domain, aminoluciferin luminescence;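 active = inhibition above about 50% at the single tested dose, limit read from the data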;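 also: plate controls were DMSO wells with enzyme for no effect and DMSO wells lacking enzyme for full effect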
SENP7 inh: SENP7 protease inhibitors, primary screen, biochemical, luminescence, uHTS; Sentrin-specific protease 7 (Homo sapiens), Q9BQF6; recombinant SENP7, Z-RLRGG-aminoluciferin luminescence, 40 min; inhibition, % at 5 µM; 330,000 compounds, 1.5% hits;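 active = inhibition above about 50% at the single test dose, limit read from the data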;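 also: plate controls were DMSO with enzyme for no effect and no enzyme buffer wells for full effect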
PfGluPho inh: PfG6PD enzyme inhibitors, primary screen, biochemical, fluorescence intensity, uHTS; 350,000 compounds, 0.78% hits; inhibition, % at 20 µM; glucose-6-phosphate dehydrogenase-6-phosphogluconolactonase (Plasmodium falciparum 3D7); PfGluPho enzyme, NADPH resazurin-diaphorase fluorescence;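 active = inhibition reaching at least a set limit at 20 µM in the primary screen, cut at about 59% in these data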;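 also: 0% = DMSO wells with substrate and 100% = DMSO wells lacking glucose-6-phosphate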
SENP8 block: human SENP8 protease inhibitors, primary screen, biochemical, fluorescence, Nedd8 protein substrate, uHTS. inhibition, % at 20 µM. Sentrin-specific protease 8 (Homo sapiens), Q96LD8. 360,000 compounds, 0.64% hits. recombinant SENP8; in the data active = inhibition mostly above about 40%, no sharp cut-off; inactive = mostly below about 27%
Target sequence (Q96LD8 whole entry, looked up): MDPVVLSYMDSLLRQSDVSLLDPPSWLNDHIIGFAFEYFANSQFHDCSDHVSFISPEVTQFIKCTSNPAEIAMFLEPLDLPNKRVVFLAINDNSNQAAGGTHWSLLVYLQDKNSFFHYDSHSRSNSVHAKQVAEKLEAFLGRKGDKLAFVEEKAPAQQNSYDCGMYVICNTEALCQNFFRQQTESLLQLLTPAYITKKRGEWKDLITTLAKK
MPTP inh: mitochondrial permeability transition pore inhibitors, primary screen, biochemical, isolated mouse mitochondria, absorbance | Ca2+ swelling absorbance, 30 min | inhibition, % at 10 µM | 360,000 compounds, 1.4% hits | AID 602449, 2012;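 active = inhibition of 50% or more, scaled per plate between neutral and stimulator controls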;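 also: 0% = DMSO wells given calcium and 100% = 1 mM EGTA wells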
ATG4B inh: ATG4B protease inhibitors, primary screen, biochemical, fluorescence, uHTS | Cysteine protease ATG4B (Homo sapiens), Q9Y4P1 | ATG4B cleavage of LC3-PLA2, NBD-HPC fluorescence, 1 h | inhibition, % at 8.33 µM | 340,000 compounds, 0.51% hits; in the data active = inhibition above about 40%
* hit, by the source's call; · = no result given.

SMILES	HKDC1 inh	GRIN3A LBD mod	SENP6 block	SENP7 inh	PfGluPho inh	SENP8 block	MPTP inh	ATG4B inh
Fc1cccc(CN(C2=NCCN2)c2c(Cl)cccc2Cl)c1	-5.5	-0.9	-4.2	2.6	-3.9	9.8	-0.1	-1.3
COc1ccc(S(=O)(=O)Nc2c(NC3CCCCC3)c3ccccc3oc2=O)cc1	0.8	-1.1	2.4	12.7	7.8	-57.6	-0.5	9.2
Cc1ccc2nc(/C(C#N)=C\c3ccc(N4CCCCC4)c([N+](=O)[O-])c3)[nH]c2c1	1.4	-0.7	-30.2	-12.1	9.8	-5.2	55.7*	-2.9
C=CCN1C(=O)c2ccccc2Sc2ccc(C(=O)NCC(OC)OC)cc21	-6.1	1.2	-15.9	-3.9	7.0	10.1	0.1	-4.7
C=CCN(CC=C)C(=S)NC(=O)c1ccc(OC)cc1	12.4	-0.3	-42.6	-7.7	-15.9	12.4	-1.2	8.4
C#CCOCCOCCOCCNc1nc(N2CCOCC2)nc(N2CCN(C(=O)[C@H](Cc3ccc(O)cc3)n3cc(CCO)nn3)CC2)n1	-8.1	-3.5	·	·	0.5	11.6	-0.6	-12.8
CCN1CCN(c2ccc(S(=O)(=O)N3CCCCC3)cc2NC(=O)Cc2ccc(Cl)c(Cl)c2)CC1	4.7	-2.5	-12.9	1.8	8.6	-1.3	14.3	-13.0
O=C(NC(=S)N1CCCc2ccccc21)c1ccc([N+](=O)[O-])cc1	-5.6	-2.5	0.6	-3.5	23.7	-1.9	0.9	0.4
COc1ccc(NC(=O)CN2CCc3ccccc3C2)c(OC)c1	5.8	0.2	-4.3	6.8	-21.5	13.0	0.6	2.3
Cc1ccc2nc(N3CCC(C(=O)NC4CCCCC4)CC3)sc2c1	-6.5	-0.8	-17.2	-6.4	-1.2	5.9	1.2	0.4
Cc1ccc(C)c(S(=O)(=O)N2C(=S)NC(=O)C2CC(C)C)c1 (stereo unspecified)	4.2	-0.2	0.1	13.8	-21.0	7.5	3.4	9.8
Cc1ccc(CN(CC(O)COc2cccc3[nH]cc(C)c23)C(C)(C)C)cc1 (stereo unspecified)	8.2	-1.7	10.8	-4.3	18.2	6.9	3.3	6.5
COc1cc(C(=O)Nc2ccccc2NC(=O)c2cc(OC)c(OC)c(OC)c2)cc(OC)c1OC	2.7	0.5	8.3	-7.0	-6.5	18.8	-0.3	0.1
CCn1c2ccccc2c2cc(CNCc3ccc(OC)cc3OC)ccc21	-5.3	-1.9	-27.6	-0.8	2.5	-16.7	73.2*	4.7
Nc1ccc(CCn2ccnc2)cc1	-0.3	-1.0	-8.4	0.6	17.3	-7.6	-0.2	-10.1
Cc1csc2nc(CSc3nncn3-c3ccccc3)c(Br)n12	-11.2	-1.1	-22.3	1.4	-9.9	18.3	-2.3	-0.1
CCC(=O)N1N=C(c2ccc(NS(=O)(=O)CC)cc2)CC1c1ccc(C)cc1 (stereo unspecified)	-4.2	-1.8	-3.9	-1.5	4.2	-415.0	-0.4	-6.7
Clc1cccc(-c2nc(NCC3CCCO3)c3ccccc3n2)c1 (stereo unspecified)	0.9	5.4	-20.7	-2.7	11.7	-43.6	1.3	27.3
COC(=O)/C(=C\c1ccc([N+](=O)[O-])o1)NC(=O)c1ccccc1	0.5	-0.3	-13.5	8.2	-77.4	31.0	2.5	-4.4
CC(c1ccon1)N(C)Cc1cn(C)nc1-c1cccc(Cl)c1 (stereo unspecified)	-10.6	-2.7	-20.2	-2.5	-8.2	7.8	0.7	-5.1

Record cards, as listed above. Values in the order: HKDC1 inh, GRIN3A LBD mod, SENP6 block, SENP7 inh, PfGluPho inh, SENP8 block, MPTP inh, ATG4B inh
Record of Cc1ccc2nc(N3CCC(C(=O)NC4CCCCC4)CC3)sc2c1 : -6.5, -0.8, -17.2, -6.4, -1.2, 5.9, 1.2, 0.4
Record of O=C(NC(=S)N1CCCc2ccccc21)c1ccc([N+](=O)[O-])cc1 : -5.6, -2.5, 0.6, -3.5, 23.7, -1.9, 0.9, 0.4
Record of Cc1ccc(CN(CC(O)COc2cccc3[nH]cc(C)c23)C(C)(C)C)cc1 (stereo unspecified) : 8.2, -1.7, 10.8, -4.3, 18.2, 6.9, 3.3, 6.5

(list continues)
SMILES	HKDC1 inh	GRIN3A LBD mod	SENP6 block	SENP7 inh	PfGluPho inh	SENP8 block	MPTP inh	ATG4B inh
CC(=O)c1ccc(N2CCN(C(=O)c3cc4c(-c5ccccc5F)nn(C)c4s3)CC2)cc1	-0.1	-4.2	2.4	7.7	-0.3	-155.6	0.3	-17.4
COc1ccc(C(=O)N/C(=C/c2cccs2)C(=O)NN)cc1OC	-3.6	-0.6	-13.8	-3.8	-1.1	21.9	3.4	3.1
CCOC(=O)N1CCN(C(=O)/C=C/c2cccc([N+](=O)[O-])c2)CC1	15.8	-0.7	-8.6	0.2	-0.2	8.1	-1.9	-10.9
COc1cc(OC)c(NC(=O)c2ccoc2C)cc1Cl	-3.5	0.3	-6.3	4.0	13.9	6.7	-2.4	-6.4
O=[N+]([O-])c1cccc(NC(=S)N2CCN(S(=O)(=O)c3ccccc3)CC2)c1	-3.2	-4.9	-11.7	-4.7	9.2	16.2	0.4	2.8
[2H]c1c([2H])c([2H])c(-c2nc(N3CCCCCC3)sc2C(=O)c2ccccc2)c([2H])c1[2H]	8.6	-0.2	-9.1	-2.3	33.8	11.2	3.7	2.8
Cc1cc(N)n2nc(-c3ccccc3)c(-c3ccccc3)c2n1	-2.4	-3.0	10.2	3.5	7.9	-284.0	0.5	-0.8
Cc1ccccc1NC(=O)CSc1nc(-c2ccccc2)cc(=O)[nH]1	3.0	0.5	-11.3	-0.8	-28.6	2.4	0.6	4.8
CC(c1ccc(Cl)cc1)n1c(-c2ccc3ccccc3n2)n[nH]c1=S (stereo unspecified)	20.8	-14.8	-13.2	2.9	29.2	-95.5	1.0	2.4
Cc1noc(NS(=O)(=O)c2ccc(N/C=C/C(=O)c3ccncc3)cc2)c1C	-6.7	-4.0	-33.3	-9.1	-20.9	17.4	-1.2	11.7
O=C(Nc1ccccc1)Nc1cc(Cl)cc(Cl)c1	5.1	·	1.2	-6.8	-6.1	24.2	101.4*	9.7
Brc1ccc(CSc2ccc3nnc(-c4ccccn4)n3n2)cc1	-2.4	-2.9	-9.0	-8.1	8.2	-104.5	0.8	-15.1
CC(C)CCNC(=O)C(c1ccco1)N(Cc1cccs1)C(=O)Cn1nnc2ccccc21 (stereo unspecified)	-0.7	0.9	·	·	16.3	16.8	0.1	-7.4
NNc1nc(-c2ccccc2)nc2sc3c(c12)CCCC3	-3.8	0.2	79.0*	79.8*	12.8	-150.4	0.3	30.3
CCOCCn1ccc2c(OCC(=O)Nc3cc(OC)ccc3OC)cccc2c1=O	3.3	11.4*	-1.7	-8.5	10.6	-55.8	-1.4	-0.8
CCCNC(=O)c1ccc(S(N)(=O)=O)cc1	-2.5	-0.6	-9.5	7.6	2.6	11.2	0.4	1.4
O=C(Nc1ccccc1-c1nnn(CC(=O)N2CCc3ccccc3C2)n1)C1CCC1	8.0	0.1	-3.7	-0.2	-7.2	11.9	-4.4	8.5
Cc1cc2c(c(=O)o1)C(c1ccc([N+](=O)[O-])o1)C(C#N)=C(N)O2 (stereo unspecified)	-4.2	-0.6	1.4	-0.8	14.0	-15.4	1.0	-0.5
COc1ccc(Cc2nnc(SCC(=O)Nc3ccccc3C)n(N)c2=O)cc1	-2.3	4.0	-6.4	-17.3	-6.2	5.9	-0.7	-9.5
O=C(/C=C/c1ccccc1)NCC(=O)N/N=C\c1cccnc1	-2.9	0.7	0.0	-1.5	-10.1	8.6	-0.9	1.8
O=C(CCN1C(=O)S/C(=C\c2ccc(Cl)cc2)C1=O)Nc1ccc(C(=O)O)cc1	4.0	3.7	0.7	-5.3	0.0	2.9	-0.5	0.7
O=C(COC(=O)c1nc(Cl)ccc1Cl)Nc1ccc(Cl)cn1	3.6	-0.2	-25.2	-6.6	-1.3	-15.8	-0.7	0.2
NC(=O)C1CCN(Cc2nc3ccccc3c(=O)[nH]2)CC1	-2.4	1.4	-6.8	-2.4	-8.4	9.9	12.2	-8.2
S=C(NC1CCCCC1)NN1CCCCCC1	-5.7	1.1	·	·	-6.1	0.4	1.7	-7.3
CCOC(=O)c1cccc(NC(=O)CCn2c(=O)oc3ccccc32)c1	-2.8	1.6	-5.8	1.4	10.1	2.4	1.1	-13.8
CC(Oc1cccc(F)c1)c1ccnc2nc(/N=C/N(C)C)nn12 (stereo unspecified)	4.0	-2.0	16.2	5.6	-9.1	-399.6	-1.1	7.8
CC(=O)NC(=S)Nc1ccc([N+](=O)[O-])cc1C	-7.8	-0.6	5.0	-5.8	2.9	19.9	-0.9	1.5
COc1ccc(OC)c(C(C)NC=O)c1 (stereo unspecified)	-8.8	2.1	-18.8	-12.6	-3.8	12.4	0.3	-4.9
COc1cccc(C(C)NC(=O)C2CCCO2)c1 (stereo unspecified)	-9.9	1.6	-19.0	1.4	-1.4	2.2	1.5	-9.3
O=c1[nH]c(NCc2ccccc2)nc2c1CCCC2	1.7	-0.6	-9.1	-7.6	-15.1	15.7	0.1	2.8
Cc1c(Cl)cnc(NC(=O)COC(=O)[C@H](C)NC(=O)c2ccccc2)c1Cl	5.8	-2.2	-2.1	3.1	4.6	4.5	0.6	8.1
CCOc1ccc(NC(=O)COC(=O)Cn2cnnn2)cc1OCC	1.3	0.1	-4.0	-13.9	-1.3	18.6	-3.5	-7.7
CCCCc1cc(=O)oc2cc(OCC(=O)N[C@@H](Cc3ccccc3)C(=O)O)ccc12	2.4	-0.5	6.9	-1.2	-20.0	-22.8	0.2	0.7
Cc1ccc(-n2c(N)c(C(=O)Nc3c(C)n(C)n(-c4ccccc4)c3=O)c3nc4ccccc4nc32)cc1	3.5	-2.2	1.5	-4.7	-1.1	-219.3	-3.5	-8.2
CCOC(=O)C(C)Sc1nnc(-c2c[nH]c3ccccc23)n1C (stereo unspecified)	-4.5	-1.2	-2.3	-4.4	-4.1	14.8	-0.7	-6.1
CCOc1ccccc1NC(=O)COC(=O)C1CC(=O)N(c2c(C)cccc2C)C1 (stereo unspecified)	-3.9	-4.5	8.3	-0.7	-10.3	7.0	-0.2	-2.2
C=CCn1c(SCC(=O)NC(=O)c2cccc([N+](=O)[O-])c2)nnc1-c1ccccc1F	-0.1	1.3	-12.1	5.2	0.1	13.6	1.6	13.1
COc1cc(NC(=O)C2CC(=O)N(CCc3ccccc3)C2)cc(OC)c1 (stereo unspecified)	3.7	-0.8	-5.3	-6.0	-12.3	17.3	-0.9	1.3
COCCNC(=O)c1ccc(Cl)c(Cl)c1	8.4	0.5	-24.8	-5.5	-8.3	-3.8	-0.8	-4.8
COC(=O)c1cc(NC(=O)c2cc(-c3ccc(Cl)cc3)oc2C(F)(F)F)ccc1N1CCOCC1	1.4	4.8	-4.9	3.7	21.1	-31.4	75.8*	-13.0
CCOC(=O)c1sc(NC(=O)C2CC(=O)N(c3ccccc3C)C2)nc1C (stereo unspecified)	-3.3	-0.6	-27.0	9.5	-1.5	0.4	1.7	-6.3
C=CCc1cc(Cl)ccc1OCCCn1ccnc1	-3.3	0.1	8.8	-11.0	9.8	20.0	0.0	-3.2
O=C(Cc1c[nH]c2ccccc12)Nc1nnc(C2CC2)s1	-5.0	-24.0	11.7	-9.0	11.5	11.8	1.6	-12.2
Cc1c(C(=O)N2CCOCC2)oc2ccc(Br)cc12	-7.8	-0.3	-0.1	-5.3	-2.4	5.1	-0.3	-3.3
COC(=O)CCc1c(C)[nH]c(=S)[nH]c1=O	-2.7	-0.1	5.1	3.3	-14.5	13.8	-1.2	3.5
